Assay outcomes: PubChem BioAssay, several laboratories
PP1 inh – PP1-alpha phosphatase inhibitors, primary screen, counter-screen for PP5 inhibitor project, biochemical, fluorescence, OMFP substrate, single point | Serine/threonine-protein phosphatase PP1-alpha catalytic subunit (Homo sapiens), P62136 | purified PP1alpha | inhibition, % at 6.7 µM | AID 2235, 2010 | 320,000 compounds, 0.9% hits;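 active means inhibition above the mean inhibition of all tested compounds plus 3 SD, computed separately for each screening campaign, cut at about 15% in these data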
Target sequence (P62136 whole entry, looked up): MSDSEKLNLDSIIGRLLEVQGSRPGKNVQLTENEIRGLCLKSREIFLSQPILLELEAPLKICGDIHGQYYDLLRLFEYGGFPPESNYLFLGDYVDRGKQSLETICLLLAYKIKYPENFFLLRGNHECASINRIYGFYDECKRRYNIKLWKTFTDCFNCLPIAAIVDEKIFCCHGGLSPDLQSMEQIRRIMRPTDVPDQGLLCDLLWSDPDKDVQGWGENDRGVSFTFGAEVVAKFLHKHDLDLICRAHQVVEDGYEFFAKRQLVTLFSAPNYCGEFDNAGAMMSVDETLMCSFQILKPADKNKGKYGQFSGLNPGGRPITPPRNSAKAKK
GASC-1 inh – inhibitors of GASC-1 histone demethylase, primary screen, biochemical, fluorescence, DELFIA europium; Lysine-specific demethylase 4C (Homo sapiens), Q9H3R0; GST-JMJD2C(1-420) H3K9me3 demethylation; inhibition, % at 2.35 µM; 330,000 compounds, 0.069% hits; AID 2099, 2009;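 active means more than half of a compound's replicate wells show inhibition beyond 50%, single wells judged on their own value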;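 further: signal counts dimethyl H3K9 product captured on neutravidin plate; 0% = median of DMSO wells and 100% = 0.3 times that DMSO median; strong numbers were not always called active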
Target sequence (Q9H3R0 1-420 limits assumed): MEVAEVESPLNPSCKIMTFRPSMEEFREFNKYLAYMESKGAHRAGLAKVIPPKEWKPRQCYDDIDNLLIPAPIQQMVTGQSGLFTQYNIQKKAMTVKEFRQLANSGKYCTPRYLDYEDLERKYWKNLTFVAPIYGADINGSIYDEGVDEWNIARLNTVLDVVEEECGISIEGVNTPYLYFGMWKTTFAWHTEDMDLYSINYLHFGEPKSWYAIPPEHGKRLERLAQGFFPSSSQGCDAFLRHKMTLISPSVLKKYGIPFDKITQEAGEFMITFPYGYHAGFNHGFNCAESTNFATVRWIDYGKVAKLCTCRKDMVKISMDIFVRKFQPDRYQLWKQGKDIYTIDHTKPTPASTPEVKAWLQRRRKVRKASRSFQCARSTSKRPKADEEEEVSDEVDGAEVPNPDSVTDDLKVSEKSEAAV
core dimer inh – inhibitors of HCV core protein dimerization, primary screen, biochemical, TR-FRET, high-throughput | inhibition, % at 5 µM | 300,000 compounds, 0.33% hits | AID 1899, 2009 | TR-FRET GST/Flag-core106 dimerization, 1536-well;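 active means inhibition above the mean of all tested compounds plus 3 SD, set per screening campaign, cut at about 45% in these data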
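Assay system: Tagged HCV core106 pair (GST and Flag) | Buffer or medium: KF-containing HEPES buffer, pH 7.45, DTT, CHAPS, BSA | Also added: Eu donor and XL665 acceptor anti-tag antibodies | Dosing: One concentration, 5 µM, in 0.5% DMSO | Timing: 4 h at 22.5 °C | Technique: TR-FRET 671 and 617 nm emission | Repeats: Singlicate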
CTSL1 counter – Fasciola hepatica cathepsin L1 inhibitors, primary screen, counter-screen for PFM18AAP inhibitor project, biochemical, QFRET, fluorogenic peptide substrate. 300,000 compounds, 0.49% hits. inhibition, % at 5.96 µM. AID 1906, 2009. recombinant F. hepatica cathepsin L1, Z-Leu-Arg-MCA fluorescence;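 active means inhibition above the mean of all tested compounds plus 3 SD, set per screening campaign, cut at about 17% in these data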;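 further: 0% = plate median of test compound wells and 100% = 1 µM Z-Phe-Ala-diazomethylketone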
EBNA-1 inhibitor – EBNA-1 DNA-binding inhibitors, primary screen, biochemical, fluorescence polarization. inhibition, % at 14.8 µM. 300,000 compounds, 0.34% hits; in the data active means inhibition above about 28%
CR mimetic SO – reduction of superoxide in aged yeast, primary screen, HTS; S. cerevisiae aged cells, superoxide DHE fluorescence; active compounds read low; superoxide response (% of plate mean), % at 10 µM; 330,000 compounds, 0.18% hits; AID 2690, 2010;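 active means superoxide response under a set limit, about three screen SD below normal, cut at about 65% in these data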;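 further: yeast aged for seven days with compound at 30 °C before DHE staining; 100% = average MFI of all compound-treated wells on the plate with controls excluded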
PP5 inh – PP5 phosphatase inhibitors, primary screen, biochemical, fluorescence; 320,000 compounds, 0.18% hits; purified PP5c, OMFP substrate fluorescence; Serine/threonine-protein phosphatase 5 (Homo sapiens), P53041; AID 1987, 2009; inhibition, % at 6.7 µM;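 active means inhibition above the campaign's mean inhibition across all tested compounds plus 3 SD, cut at about 9.5% in these data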;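 further: 0% = DMSO only and 100% = 100 µM cantharidin control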
ZTA counter – blocks Epstein-Barr virus ZTA, an EBNA-1 counter-screen | inhibition, % at 11 µM | P03206 | AID 2234 | ZTA-DNA binding, fluorescence polarization | 320,000 compounds, 0.15% hits; in the data active means inhibition above about 33%
Target sequence (P03206 whole entry, looked up): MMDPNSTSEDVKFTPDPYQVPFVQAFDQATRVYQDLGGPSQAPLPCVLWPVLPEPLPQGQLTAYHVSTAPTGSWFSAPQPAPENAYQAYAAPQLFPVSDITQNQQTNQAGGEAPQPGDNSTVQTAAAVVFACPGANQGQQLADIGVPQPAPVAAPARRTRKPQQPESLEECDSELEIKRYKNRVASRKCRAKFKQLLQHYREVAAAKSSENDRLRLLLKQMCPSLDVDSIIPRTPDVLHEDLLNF
TPT1 inh – Candida albicans TPT1 enzyme inhibitors, primary screen, biochemical, fluorescence polarization. recombinant caTPT1, FP RNA substrate dephosphorylation. tRNA 2'-phosphotransferase TPT1 (Candida albicans SC5314). 300,000 compounds, 0.81% hits. inhibition, % at 5 µM. AID 1962, 2009;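 active means inhibition above the mean of all tested compounds plus 3 SD, set per screening campaign, cut at about 24% in these data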;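 further: plate controls were DMSO alone for no effect and ferristatin control at 100 nM for full effect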
* hit, by the source's call; i = inactive; . = no result given.

Values in the order – PP5 inh	CTSL1 counter	PP1 inh	TPT1 inh	CR mimetic SO	GASC-1 inh	core dimer inh	ZTA counter	EBNA-1 inhibitor
1. COc1ccccc1C(=O)NNC(=O)c1nn(Cc2ccccc2)c(=O)c2ccccc12
→ -0.1	4	0	-1	106	-23	2	5	-7
2. CSc1ccc(C2NC(=O)c3ccccc3N2)cc1 (configuration not stated)
→ 0.3	0	-4	2	97	2	0	4	8
3. Cn1c(=O)n(Cc2ccc(Cl)cc2)c(=O)c2c1nc1n2CCN1Cc1ccco1
→ 4.1	-1	5	-2	92	-7	3	1	-1
4. Cc1nn(-c2ccccc2)c(C)c1NC(=O)COC(=O)c1cc([N+](=O)[O-])ccc1NCCO
→ 2.5	0	-3	2	93	2	3	-2	3
5. CNC(=S)NNC(=O)c1ccc(C(C)(C)C)cc1
→ 4.4	-1	-3	-7	101	-9	-27	-11	12
6. COC(=O)c1ccc(CNC(=O)CN(CCC(C)C)S(=O)(=O)c2ccc3c(c2)OCCO3)cc1
→ 3.4	-2	1	3	96	-10	4	8	-1
7. C=CCN1N=C(c2ccc(NC(=O)c3ccccc3)cc2)CSC1=O
→ -0.7	-4	0	-1	108	1	0	-10	7
8. CCOc1cc(CN2CCCC(CNC(=O)c3ccc(F)cc3)C2)ccc1OC (configuration not stated)
→ 0.9	1	0	-3	80	2	-1	-1	4
9. O=C(c1ccco1)n1nc(NCc2ccccc2)nc1NCc1ccccc1
→ 1.2	0	5	-3	88	-6	14	15	7
10. O=C(COc1ccc([N+](=O)[O-])cc1)Nc1ccc(NC(=O)c2ccccc2)cc1
→ 3.7	-1	10	1	101	-3	26	1	-12
11. CCOC(=O)C1CCN(C(=S)Nc2cc(OC)c(OC)cc2C(=O)OC)CC1
→ 0.2	-1	-1	-1	128	-1	-1	4	3
12. COC(=O)c1c(C(=O)OC)n(CCCN)c2ccc(C)cc12
→ 1.8	1	-3	0	100	3	3	-5	4
13. CCN(C(=O)CSc1nc2cc(C(=O)OC)ccc2c(=O)n1Cc1ccco1)c1cccc(C)c1
→ 4.0	-2	4	2	99	26	12	-8	-10
14. COC(=O)c1ccc(NC(=O)CN2CCN(S(=O)(=O)c3cc(Cl)ccc3OC)CC2)cc1
→ 2.3	-1	2	-7	90	-3	-4	-25	-1
15. CCC(=O)N/C=C/n1cnc2cc(C(F)(F)F)ccc21
→ 0.9	4	-1	-2	95	1	-2	19	7
16. Cc1cccc2nc(-c3ccco3)oc(=O)c12
→ 0.6	-1	-4	-2	111	-1	5	-3	-11
17. COc1ccc(OC)c(NC(=O)Cn2c(CCC(=O)O)ccc2-c2cccs2)c1
→ 1.4	3	0	3	101	6	-2	-4	1
18. CCCCOC(=O)C1=C(C)Nc2ncnn2C1c1cc(OC)ccc1OC (configuration not stated)
→ -0.8	1	-3	4	102	-10	-8	2	-9
19. O=C1N(Cc2ccccc2)CCCC12CCCN(Cc1ccccc1)C2=O
→ -2.0	3	-3	1	109	8	0	-1	4
20. CN1CCC2(CC1)N=C(c1ccc(F)cc1)C(=S)N2C(=O)c1ccc(C(C)(C)C)cc1
→ -0.6	0	-3	-2	96	-10	3	-5	3
21. Cc1nc(C)n(CC(=O)c2ccc(Cl)cc2Cl)n1
→ -0.7	-1	-4	0	95	8	-2	0	6
22. CCCCNC(=S)N(C)/N=C/c1ccc(F)cc1
→ 4.2	1	0	-4	101	6	-1	8	5
23. O=C(c1ccc(Cl)cc1)N1CCC(O)(CSc2ccc(Cl)cc2Cl)CC1
→ 5.2	2	-1	-4	141	.	6	-10	-8
24. O=C(Nc1cccc(O)c1)c1cc(-c2ccco2)on1
→ 3.8	3	-1	1	94	-1	10	0	-9
25. CC(C)(C)c1ccc(C(=O)NCCCNC(=O)c2ccco2)cc1
→ 0.2	3	-1	-1	107	5	9	3	2
26. Cc1ccc(-c2nnc(SCC(=O)N/N=C/c3c(C)nn(-c4ccccc4)c3C)n2-c2ccccc2)cc1
→ 0.6	-2	2	-1	97	-6	25	4	-9
27. CCNc1nc(NC(C)C)nc(N(C#N)CCOc2ccccc2)n1
→ 4.2	3	2	-3	92	1	0	-12	-14
28. O=C(NCCn1ccc2ccccc21)c1ccc(S(=O)(=O)N2CCOCC2)cc1
→ 0.6	-2	-5	-3	102	23	-13	7	5
29. O=C(COC(=O)COc1ccc(Cl)cc1)Nc1ccc2c(c1)OCCO2
→ 3.9	.	-3	.	110	3	.	3	.
30. CCCCCCN(C(=O)CCCCCN1C(=O)NC(c2cccc([N+](=O)[O-])c2)C(C(=O)OCc2ccccc2)=C1C)C(C(=O)NCCCC)c1ccc(OCC(=O)OC)c(C(=O)OC)c1 (configuration not stated)
→ 5.6	3	36*	1	108	4	21	-7	2

12 structures from above, ordered by SMILES length, falling:
Values in the order – PP5 inh	CTSL1 counter	PP1 inh	TPT1 inh	CR mimetic SO	GASC-1 inh	core dimer inh	ZTA counter	EBNA-1 inhibitor
1. COc1ccccc1C(=O)NNC(=O)c1nn(Cc2ccccc2)c(=O)c2ccccc12
→ -0.1	4	0	-1	106	-23	2	5	-7
3. Cn1c(=O)n(Cc2ccc(Cl)cc2)c(=O)c2c1nc1n2CCN1Cc1ccco1
→ 4.1	-1	5	-2	92	-7	3	1	-1
28. O=C(NCCn1ccc2ccccc21)c1ccc(S(=O)(=O)N2CCOCC2)cc1
→ 0.6	-2	-5	-3	102	23	-13	7	5
11. CCOC(=O)C1CCN(C(=S)Nc2cc(OC)c(OC)cc2C(=O)OC)CC1
→ 0.2	-1	-1	-1	128	-1	-1	4	3
8. CCOc1cc(CN2CCCC(CNC(=O)c3ccc(F)cc3)C2)ccc1OC (configuration not stated)
→ 0.9	1	0	-3	80	2	-1	-1	4
29. O=C(COC(=O)COc1ccc(Cl)cc1)Nc1ccc2c(c1)OCCO2
→ 3.9	.	-3	.	110	3	.	3	.
19. O=C1N(Cc2ccccc2)CCCC12CCCN(Cc1ccccc1)C2=O
→ -2.0	3	-3	1	109	8	0	-1	4
27. CCNc1nc(NC(C)C)nc(N(C#N)CCOc2ccccc2)n1
→ 4.2	3	2	-3	92	1	0	-12	-14
24. O=C(Nc1cccc(O)c1)c1cc(-c2ccco2)on1
→ 3.8	3	-1	1	94	-1	10	0	-9
21. Cc1nc(C)n(CC(=O)c2ccc(Cl)cc2Cl)n1
→ -0.7	-1	-4	0	95	8	-2	0	6
5. CNC(=S)NNC(=O)c1ccc(C(C)(C)C)cc1
→ 4.4	-1	-3	-7	101	-9	-27	-11	12
2. CSc1ccc(C2NC(=O)c3ccccc3N2)cc1 (configuration not stated)
→ 0.3	0	-4	2	97	2	0	4	8

Additional results follow.
Values in the order – PP5 inh	CTSL1 counter	PP1 inh	TPT1 inh	CR mimetic SO	GASC-1 inh	core dimer inh	ZTA counter	EBNA-1 inhibitor
31. COc1ccc(Oc2nnnn2-c2ccccc2)cc1
→ 1.4	-2	3	-1	92	16	-1	11	10
32. CCN(CC(=O)NCc1cccs1)C(=O)CCC(=O)c1ccc(F)cc1
→ 4.0	-1	-10	4	117	21	-2	-15	7
33. Cc1cccc(NC(=O)c2ccc(C3SCC(=O)N3CCc3ccccc3)cc2)c1C (configuration not stated)
→ 2.7	-3	5	1	135	-17	29	0	-12
34. COc1ccc(NS(=O)(=O)c2ccc(-c3coc(C)n3)cc2)cc1OC
→ -0.6	0	5	2	97	-8	-4	0	-24
35. Cc1ccc(NC(=O)C(=O)c2cn(CC(=O)N3CCCCC3)c3ccccc23)cc1
→ 2.3	3	0	0	86	1	11	1	-4
36. Cc1cc(C(=O)N2CCN(c3ccccn3)CC2)no1
→ -2.4	-1	-3	1	139	i	1	7	-4
37. COC(=O)c1ccccc1NC(NC(=O)c1ccco1)C(=O)c1ccccc1 (configuration not stated)
→ 2.0	-9	1	0	87	27	2	16	17
38. CC(=O)c1cc(C#N)c(SCC(=O)O)nc1C
→ 1.2	-3	-1	-1	92	-7	-1	14	6
39. CCOC(=O)C1CCN(C(=O)CNC(=O)OC(C)(C)C)CC1
→ 1.7	-3	1	-4	98	-5	-3	-10	-5
40. CCCCCC(O)(CCN1CCCCC1)c1ccccc1 (configuration not stated)
→ -2.8	-6	-6	1	83	6	6	9	6
41. Cc1ccc(N(C(=O)c2csnn2)C(C(=O)NCc2ccccc2)c2ccccn2)cc1 (configuration not stated)
→ 2.2	1	0	0	95	-5	-3	-12	-16
42. Cc1ccc(C(=O)OC(C)C(=O)NC2CCCCC2C)cc1S(=O)(=O)N1CCCCC1 (configuration not stated)
→ 2.5	-9	0	-1	105	-34	10	-8	-1
43. CCC(CC)c1nnc(NC(=O)CS(=O)(=O)c2ccc(C)cc2)s1
→ -3.3	1	0	3	96	8	-1	6	6
44. Cc1cc(-c2csc(N)n2)c(C)n1-c1ccccc1
→ 1.8	-3	25*	8	108	32	35	1	-1
45. O=C(Cc1ccccc1)N1CCN(c2ncccn2)CC1
→ 1.8	0	-3	0	86	11	0	6	-10
46. CNC(=O)c1ccccc1NC(=O)c1c(O)c2c([nH]c1=O)CCCC2
→ 2.9	1	-3	-1	107	23	-2	-10	-4
47. Nn1c(SCC(=O)Nc2ccc(F)cc2)nnc1-c1ccccn1
→ 1.3	0	-5	4	102	-2	2	8	-9
48. Cc1cc(C(=O)O)c(CCCN)s1
→ -0.7	-2	-2	0	85	4	-4	7	-6
49. CN(C)/C=C/c1c(C#N)c(=O)ncn1Cc1ccccc1
→ -1.6	2	-3	1	98	-2	0	-6	9
50. O=C(COC(=O)c1cccnc1Cl)NCc1ccco1
→ -1.2	1	-3	1	100	3	-1	-12	-10
51. CN1C(=O)CSc2ccc(NC(=O)NCCC3=CCCCC3)cc21
→ 0.3	0	2	1	82	-3	4	-10	-5
52. O=C(COC(=O)c1cc(Br)ccc1O)NCC1CCCO1 (configuration not stated)
→ 0.2	5	-2	2	106	-7	-2	-9	-4
53. O=C1CC(N2CCN(c3ccc(S(=O)(=O)N4CCOCC4)cc3)CC2)C(=O)N1Cc1ccccc1 (configuration not stated)
→ -0.7	1	-3	2	101	3	0	-5	2
54. CN(C)CCOC(=O)CCCCCCCCC(=O)OCCN(C)C
→ -1.9	-1	-3	1	101	1	1	-4	-4
55. Cc1ccc(N(C(=O)c2ccc(Br)o2)C2C=CS(=O)(=O)C2)cc1 (configuration not stated)
→ -1.4	-3	0	-5	105	-23	0	-8	16
56. CCOC(=O)c1ccccc1NC(=O)CN(c1ccccc1OCC)S(C)(=O)=O
→ 0.2	2	-3	1	96	-5	0	7	8
57. COc1ccc2cc(C(=O)C3CCCN(C(=O)c4cnn(C(C)C)c4)C3)ccc2c1 (configuration not stated)
→ 0.3	-1	-3	0	111	1	0	7	3
58. CCC(=O)Nc1ccc(C(=O)CN2CCC(C)CC2)cc1
→ 0.6	0	1	-2	83	1	-2	0	5
59. CC1CC(C)CN(C(=O)C2CCCN(c3ncnc4c3nc3n4CCCCC3)C2)C1 (configuration not stated)
→ 1.2	-1	1	0	89	13	6	1	5
